Bioassay records: PubChem, National Center for Advancing Translational Sciences (NCATS)
KDM5B inh: KDM5B demethylase inhibition; Potency, µM (titrated, usually from 57.7 µM), inactives show top-dose activity change, negative = inhibition, hits mostly inhibitors; KDM5B demethylase, FDH-coupled NADH fluorescence (FDH is formaldehyde dehydrogenase); Q9UGL1; 2.6% of 220,000 active; active = well fitted inhibition curve with a large enough effect; inconclusive = small, poorly fitted or top-dose-only effect; inactive = no such curve, though single readings can be large or run the other way; also: 0% is about no effect; nearly all actives have a fitted effect of over 70% in size
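Compound dilutions met 200 nM (final) KDM5BΔAP for 10 min at room temperature before substrate addition. The substrate mix held 12.5 µM H3K4me3 with cofactors 25 µM α-ketoglutarate and 50 µM Fe²⁺. NADH signal gain over 30 min defined activity.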
The depositor's hits bear a star; ? = inconclusive; [ ] = dose if it differs, or a comment. Potency is read from the fitted curve at half-maximal effect. These rows are one share of the data; rates above refer to the full screens.

SMILES | KDM5B inh
Cc1ccc(-c2c(NC(=O)c3cccs3)oc3ccccc3c2=O)cc1 | 4%
CN1C(=O)Cc2cc(C(=O)NC3CCN(Cc4ccccc4)CC3)ccc21 | -11%
NS(=O)(=O)c1ccc(CCNC(=O)c2cc([N+](=O)[O-])ccc2N2CCOCC2)cc1 | -6%
CCc1ccc(C(=O)N2CCC3(CC2)N=C(c2cccc(Br)c2)NO3)cc1 | ?
CCOc1ccc(/C=C(\C#N)C(=O)c2ccc(C)cc2)cc1OC | -5%
Cc1ccc(NC(=O)[C@@H](c2ccccc2)N2Cc3ccccc3C2=O)cc1F | -29%
CCc1cc(C(=O)N2CC[C@@H]3[C@@H](CCC(=O)N3CCc3cnc[nH]3)C2)n[nH]1 | 14%
O=C(Nc1ccccc1SC(F)F)C1CCCCC1 | 22%
COc1cc2c(cc1OC)C(C)N(C(=O)c1ccc(F)cc1F)CC2 (stereo not drawn) | 4%
Cc1ccc(Cl)cc1NC(=O)c1ccc2snnc2c1 | 9%
CCN(CC)Cc1cnc2c(C(=O)NCc3cnn4cccnc34)cnn2c1 | -24%
CCN(CC)CCCNC(=O)Cn1nc(N2CCN(c3ccccc3OC)CC2)ccc1=O | -24%
Cn1c(=O)[nH]c(=O)c2c1nc(Br)n2CCCSc1ncccn1 | 20%
O=C(CCn1ccc2cc(S(=O)(=O)N3CCCC3)ccc21)NCc1cccc(F)c1 | ?
CCCNC(=O)c1cc2c(=O)[nH]c(-c3ccccc3)cn2n1 | 25µM*
Cn1cc(C(=O)NCCc2ccccc2)c(=O)c2cc(S(=O)(=O)N3CCCCC3)ccc21 | -17%[11.5 µM]
O=C(NNC(=O)c1cnccc1C(F)(F)F)c1ccc(Cl)cc1 | 15%
CCc1cccc(C)c1NC(=O)CSc1nc2c(c(=O)[nH]1)CCC2 | ?
COC[C@@H]1CN(S(=O)(=O)c2ccc(F)cc2F)C[C@H]1C(N)=O | 18%
C=CCNC(=O)NC(=O)CN(CC)c1ccc(C)cc1C | 8%

An excerpt from above in order of molar mass, ascending.
SMILES | KDM5B inh
O=C(Nc1ccccc1SC(F)F)C1CCCCC1 | 22%
C=CCNC(=O)NC(=O)CN(CC)c1ccc(C)cc1C | 8%
CCCNC(=O)c1cc2c(=O)[nH]c(-c3ccccc3)cn2n1 | 25µM*
CCOc1ccc(/C=C(\C#N)C(=O)c2ccc(C)cc2)cc1OC | -5%
COC[C@@H]1CN(S(=O)(=O)c2ccc(F)cc2F)C[C@H]1C(N)=O | 18%
COc1cc2c(cc1OC)C(C)N(C(=O)c1ccc(F)cc1F)CC2 (stereo not drawn) | 4%
Cc1ccc(-c2c(NC(=O)c3cccs3)oc3ccccc3c2=O)cc1 | 4%
CN1C(=O)Cc2cc(C(=O)NC3CCN(Cc4ccccc4)CC3)ccc21 | -11%
CCc1cc(C(=O)N2CC[C@@H]3[C@@H](CCC(=O)N3CCc3cnc[nH]3)C2)n[nH]1 | 14%
Cc1ccc(NC(=O)[C@@H](c2ccccc2)N2Cc3ccccc3C2=O)cc1F | -29%
CCN(CC)Cc1cnc2c(C(=O)NCc3cnn4cccnc34)cnn2c1 | -24%
Cn1c(=O)[nH]c(=O)c2c1nc(Br)n2CCCSc1ncccn1 | 20%
CCc1ccc(C(=O)N2CCC3(CC2)N=C(c2cccc(Br)c2)NO3)cc1 | ?
O=C(CCn1ccc2cc(S(=O)(=O)N3CCCC3)ccc21)NCc1cccc(F)c1 | ?
NS(=O)(=O)c1ccc(CCNC(=O)c2cc([N+](=O)[O-])ccc2N2CCOCC2)cc1 | -6%
CCN(CC)CCCNC(=O)Cn1nc(N2CCN(c3ccccc3OC)CC2)ccc1=O | -24%

Next part.
SMILES | KDM5B inh
Cc1ccc(-n2c(=O)c3c(c4cc(C)ccc4n3C)n(CC(=O)Nc3cc(C)cc(C)c3)c2=O)cc1 | ?
COc1ccc(OC)c(NC(=O)c2cc(C3CC3)nc3c2c(C)nn3-c2ccc(C)cc2)c1 | 102%[activator]
COc1cccc(CN2CCCCCCNC(=O)CC2)c1OC | -14%
CNC(=O)[C@@H]1C[C@@H](O)CN1C1CCN(C(=O)c2noc(C)c2Cc2c(C)noc2C)CC1 | 1%
COc1ccc(C(=O)Nc2sc3c(c2C(N)=O)CCC(C)C3)c(OC)c1OC (stereo not drawn) | -22%
CCOC(=O)c1c(-c2ccc(C)cc2)csc1NC(=O)c1cc(-c2ccc(OC)cc2)on1 | -6%
O=C(Nc1ccc(Cl)cc1)c1nc2c(o1)CCN(Cc1ccc3cn[nH]c3c1)CC2 | 35µM*
CC(C)Cn1c(SCC(=O)Nc2ccc3c(c2)OCO3)nc2cc(Cl)ccc2c1=O | 6%
CC(C)Oc1ccc(C(=O)Nc2cccc3ncccc23)cc1 | 21%
COC(=O)c1ccc(COc2ccc(C(=O)c3ccc(Cl)cc3)cc2)cc1 | -11%
CCn1nc(C)cc1C(=O)NC1CCCc2c1cnn2-c1cc(F)cc(F)c1 (stereo not drawn) | 9%
CCc1ccc(OCc2nn3c(=O)c4ccccc4nc3s2)cc1 | 12%
Cc1cc(=O)oc2cc(OCC(=O)c3ccc(OC(F)F)cc3)ccc12 | 23%
Cc1ccc(S(=O)(=O)N(C)CC2CCOC2)cc1Cl (stereo not drawn) | -1%
Oc1ccccc1C=Nc1ccc(Cl)cc1C(F)(F)F | 13%
Cc1cc2oc(=O)cc(CN3CCCCCC3)c2cc1C(C)C | ?
COc1ccc(C(=O)Nc2cccc(-c3cn4ccsc4n3)c2)cc1OC | -30%
O=C1[C@H]2CN(Cc3ccc(F)cc3F)C[C@H]2C(=O)N1CCN1CCc2ccccc2C1 | ?
CN1C(=O)CCCCC1C(=O)N1CCCCC1 (stereo not drawn) | -18%
CC(C)(C)NC(=O)N1CCC2(CC1)CC(Cc1cccc(F)c1)CCO2 (stereo not drawn) | -1%
CC(NC(=O)C(c1ccccc1)c1ccccc1)C1CC2CCC1C2 (stereo not drawn) | 1%
N#Cc1ccccc1NC(=O)C(=O)NCC(c1ccc2c(c1)OCO2)N1CCN(c2ccccc2)CC1 (stereo not drawn) | 23%
Cc1ccc(CCNC(=O)c2nn(C)c3c2CS(=O)(=O)c2ccccc2-3)cc1 | 18%
CCOc1ccccc1NC(=O)CCc1c[nH]c2ccccc12 | 6%
CC1CCN(c2cc3c(cc2F)c(=O)c(S(=O)(=O)c2ccc(Cl)cc2)cn3C)CC1 | -12%
O=C1Nc2ccccc2C12CCN(S(=O)(=O)c1cccc(C(F)(F)F)c1)CC2 | -5%[115 µM]
COc1ccc(NC(=O)CSc2nncn2C)cc1 | 42%[activator]
CCOC(=O)C(=O)Nc1cccc(OC)c1 | -17%
CCN1CCN(CCOc2ccc3c(=O)c(-c4ccc(Br)cc4)coc3c2)CC1 | 0%
C=Cc1ccc(COc2ccc3c(=O)c(-c4ccccc4OC)coc3c2)cc1 | 22%
COc1ccccc1-c1cc(C(=O)NCc2cnn(C)c2)c2c(c1)N(C)CCO2 | 28µM*
CCOc1ccc(S(=O)(=O)N2CCN(c3cc(Cl)ccc3Cl)CC2)c2ccccc12 | ?
CSc1nnc(-c2ccccc2NC(=O)c2cccc(S(=O)(=O)N3CCCCC3)c2)o1 | 9%
Cc1[nH]c2ccc(Br)cc2c1C(=O)CCl | -2%
Cc1ccc(S(=O)(=O)N(CC(=O)N2CCC(C(N)=O)CC2)c2cccc(C(F)(F)F)c2)cc1 | 17%
Cc1ccc(CC(=O)NC2CCN(c3cc(-c4ccc(F)cc4)[nH]n3)C2)cc1 (stereo not drawn) | ?
N#Cc1nc(-c2ccco2)oc1N1CCN(C(=O)CCCN2C(=O)NC3(CCCC3)C2=O)CC1 | ?
CCC(=O)Nc1ccc(C2(C(=O)N3CCCC(C)C3)CCCCC2)cc1 (stereo not drawn) | -2%
O=C(O)C[C@@H]1CCN(C(=O)Nc2ccccc2)C[C@@H]1CCN1CCC(n2c(=O)[nH]c3ccccc32)CC1 | 6%
CC(=O)NCC(=O)N[C@@H]1CN(Cc2ccccc2)C[C@H]1CO | -4%
CCCC(=O)Nc1ccc(Cl)c(NC(=O)c2cc(OCC)c(OCC)c(OCC)c2)c1 | 11%
CCCn1nc(C(=O)NC(C)c2cccs2)c2ccccc2c1=O (stereo not drawn) | -26%
Cc1cc(C)cc(NC(=O)Cn2c(-c3ccccc3)nc(C)c(CCO)c2=O)c1 | 12%
CCOc1cc(/C=C2\NC(=O)NC2=O)cc(Br)c1OCc1cccc2ccccc12 | 7%
Cc1ccc(-n2nc(C(=O)NCCN(C)C)c(=O)n(C)c2=O)cc1 | -7%
COc1cccc(C(=O)Nc2ccccc2-c2nnc(-c3cccc(OC)c3)o2)c1 | -3%
COc1ccc(NC(=O)NCC2CCOCC2)cc1F | 23%
FC(F)(F)c1cc(Nc2nc3ccccc3c3nncn23)ccc1Cl | ?
O=C(CSc1nc(C(F)(F)F)nc2ccccc12)NC1CCCCCC1 | 12%
COC(=O)[C@@H](Cc1c[nH]c2ccccc12)NC(=O)[C@@H]1CN(C(=O)c2cccnc2)CCN1C(=O)NC(C)C | -11%
CCCN(CC1CCOC1)S(=O)(=O)c1ccc(CC)cc1 (stereo not drawn) | 15%
S=c1[nH]nc(-c2ccccn2)n1/N=C/c1ccc(Cl)c(Cl)c1 | ?
CCCCc1ncc(-c2c(-c3ccccc3)ncn2CCC2CCCN2C)[nH]1 (stereo not drawn) | 10µM*
COc1ccc(C)cc1NC(=O)CSc1ccc(-c2sc(C)nc2C)nn1 | 7%
Cc1cc(C)c(NC(=O)CCN2CCCCC2)c(C)c1 | -4%
CN1CCCC2(CCN(C(=O)CCCS(N)(=O)=O)C2)C1=O (stereo not drawn) | 3%
COC(=O)c1ccc(NC(=O)COc2ccc3c(C)cc(=O)oc3c2)cc1 | -6%
COC(=O)c1ccccc1NC(=O)Cn1c(=O)n(CCCCC(=O)NCc2ccc3c(c2)OCO3)c(=O)c2ccccc21 | ?
Cc1ccc(S(=O)(=O)N2CCN(C(=O)Cn3nc4c(cc3=O)CCCC4)CC2)cc1 | -17%
O=C(CC12CC3CC(CC(C3)C1)C2)Nc1ccc(F)c(Cl)c1 | -7%

The listing continues:
SMILES | KDM5B inh
Cc1ccc(NC(=O)c2ncoc2-c2ccco2)c(Cl)c1 | -6%
COc1ccc(Nc2ncnc3scc(-c4ccc(F)cc4)c23)cc1 | ?
N#Cc1cccc(C#N)c1Oc1ccc(S(=O)(=O)Nc2ccccc2)cc1 | 4%
O=C(Cn1ccn2nc(-c3ccc(F)cc3)c(CO)c2c1=O)NCCc1ccc(Cl)cc1 | ?
O=C(O)C(c1c[nH]c2ccc(Br)cc12)N1CCN(CCOc2ccc(Cl)cc2)CC1 (stereo not drawn) | 3%
COc1cccc(CC(=O)N2CCc3nn(Cc4ccccc4)c(=O)n3CC2)c1 | 13%
Cc1ccc(-n2nc(-c3noc(C(=O)NCc4ccc(C)o4)n3)c(=O)n(C)c2=O)cc1 | -1%
O=C(c1cc(-c2ccc(Br)cc2)on1)N1CCOCC1 | 24%
COc1ccccc1Nc1nn2c(=O)c3ccc(C(=O)NCc4cccs4)cc3nc2s1 | -6%
O=C(CN1CCN(C(=O)c2nn(Cc3ccccc3)c(=O)c3ccccc23)CC1)Nc1ccc(F)cc1 | 12%
CCOc1ccc(C(=O)N2CC(=O)Nc3ccc(C)cc3C2c2ccccc2)cc1 (stereo not drawn) | 15%
CCOc1cc2c(cc1NC(=O)CCC(=O)c1ccccc1)OC(C)C2 (stereo not drawn) | 7%
Cc1ccc(NC(=O)CSc2ncnc3c2sc2ccccc23)cc1C | -14%
OCC1CN(Cc2ccc(F)cc2Cl)CC12CCNCC2 (stereo not drawn) | -12%
O=S(=O)(c1cccnc1)N1CCc2onc(-c3cccc4ccccc34)c2C1 | 32µM*
O=C(Cc1ccccc1)N(CC1CCOC1)C1CC1 (stereo not drawn) | 6%
Cc1ccc(NS(=O)(=O)c2ccc3c(c2)NC(=O)CCS3)cc1F | 1%
Cn1c(=O)c2sccc2n2c(CCCC(=O)Nc3ccc(Oc4ccccc4)cc3)nnc12 | ?
COc1cc(/C=N/OCCOc2ccc(C)cc2)cc(Cl)c1OC | 31%[activator]
N#Cc1nc(COc2ccc(-c3ccccc3)cc2)oc1N1CCOCC1 | 11%
O=C(Nc1ccc2[nH]ccc2c1)c1cnc2c(c1)N([S+](=O)([O-])c1cccnc1)CCC2 | ?
COc1ccc(CCCN2C(=O)O[C@@H]3CN(C(=O)C4CCOCC4)C[C@@H]32)cc1 | -9%
Cc1ccc2oc(-c3ccc(NC(=O)c4cccc(F)c4)c(C)c3)nc2c1 | -34%
NC(=O)c1ccc(CN(C(=O)Cc2cccc(C(F)(F)F)c2)C2CC2)cc1 | 6%
O=C(O)CC1(CC(=O)N2CC[C@H]3NC(=O)N(c4ccc(F)cc4)C(=O)[C@H]32)CCCC1 | -1%[86.2 µM]
COc1ccc(N2CCN(c3ccc(-c4nc(-c5cccc(C)c5)no4)cc3[N+](=O)[O-])CC2)cc1 | -6%
COc1ccc(-c2coc3cc(OC)ccc3c2=O)cc1 | -13%
Cc1cc(C(=O)N2CCCC[C@H](N(C)C)C2)c(-c2ccccc2)o1 | ?
COc1ccc(CN2CCNc3cnc(OCc4cccnc4)cc3C2)cc1 | 28µM*
COC[C@@H]1CN(C(=O)CC2=CCCCC2)C[C@H]1c1ccccn1 | 5%
CC(C)C(=O)N1CCN(c2nc3c(s2)CC(C(=O)Nc2ccc(Cl)cc2)CC3)CC1 (stereo not drawn) | -19%
CN1C(=O)c2cccn2CC1CNC(=O)c1cccc2nccnc12 (stereo not drawn) | -7%
CC(C)(CNC(=O)C1C2CCC(C2)C1C(=O)O)CNC(=O)C1C2CCC(C2)C1C(=O)O (stereo not drawn) | 15%
CCc1noc(-c2nc(-c3cccc(F)c3)no2)n1 | -18%
O=C(NCC12CC3CC(CC(C3)C1)C2)c1n[nH]c(=O)c2ccccc12 | -1%
